# Screens: PubChem, several laboratories
# procasp7 counter: counter-screen for procaspase-3 activators: activators of human procaspase-7; 330,000 tested, 0.093% active; AID 463210; activation, % at 8.5 µM; recombinant procaspase-7, Ac-DEVD-pNA absorbance 405 nm; D23A/D198A/D206A triple mutant, cannot self-cleave; scale: DMSO 0, 5 µM enzyme 100;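 active means percent activation above the screen-wide mean plus 3 SD, cut at about 25% in these data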
#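 System: Uncleavable procaspase-7 mutant enzyme; Amount: 2 µM procaspase-7 mutant as dispensed; Schedule: 1 h compound preincubation, 2 h substrate cleavage, 25 °C; Measured by: 405 nm absorbance of p-nitroaniline; Evaluation: percent activation from buffer-corrected 0–120 min absorbance change; Control set: low DMSO alone, high DMSO plus 5 µM PC-7.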
# RPL19A TOR yeast: alters RPL19A-GFP fluorescence in TOR pathway yeast screen | S. cerevisiae RPL19A-GFP strain, flow cytometry, 3 h; active compounds read low | percent response vs DMSO, % at 10 µM | 330,000 tested, 0.3% active;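 active means percent response vs DMSO below 50%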;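 further: median channel GFP fluorescence of the barcoded RPL19A-GFP strain; ratio of sample median GFP to plate DMSO average so 100% = DMSO; lower means less RPL19A-GFP as with rapamycin TOR inhibition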
# LAP4-GFP MLPCN: alters LAP4-GFP fluorescence in TOR pathway yeast screen; GFP response vs DMSO, % at 10 µM; 320,000 tested, 0.34% active; S. cerevisiae LAP4-GFP multiplex, flow cytometry GFP, 3 h; median GFP as percent of DMSO wells;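 active means GFP response vs DMSO above a set limit, about the screen mean plus 3 SD, cut at about 150% in these data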
# MEP2 TOR yeast: modulators of TOR pathway MEP2-GFP in S. cerevisiae; AID 2016; GFP response vs DMSO, % at 10 µM; 330,000 tested, 0.51% active; S. cerevisiae MEP2-GFP strain, flow cytometry GFP, 3 h; 100% = DMSO control level;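 active means GFP response versus DMSO above a set limit, roughly screen mean plus 3 SD, cut at about 180% in these data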;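 further: median GFP fluorescence of the barcode-gated MEP2-GFP cells per well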
# EBNA-1 inhibitor: blocks EBNA-1 binding to DNA; EBNA-1 DNA binding, fluorescence polarization; inhibition, % at 14.8 µM; 300,000 tested, 0.34% active; in the data active means inhibition above about 28%
# AHR activator: activates the human aryl hydrocarbon receptor; AHR-responsive luciferase reporter cells, luminescence; activation, % at 5 µM; P35869; 320,000 tested, 2.5% active; in the data active means activation above about 47%;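 further: 0% = vehicle wells and 100% = reference agonist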
# ZTA DNA inh: counter-screen for EBNA-1 inhibitors: inhibitors of Epstein-Barr virus ZTA | inhibition, % at 11 µM | ZTA-DNA binding, fluorescence polarization | 320,000 tested, 0.15% active; in the data active means inhibition above about 33%
# proCasp3 act: procaspase-3 (human) activation | recombinant procaspase-3 D3A, Ac-DEVD-pNA absorbance 405 nm | AID 463141 | P42574 | activation, % at 8.5 µM | 330,000 tested, 0.11% active;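 active means activation above the mean of all tested compounds plus 3 SD, cut at about 21% in these data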;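 further: 0% = DMSO alone and 100% = DMSO wells spiked with extra 5 µM PC-3 D3A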
#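 Assay system: Procaspase-3 D3A mutant, all three cleavage aspartates alanine. Buffer or medium: Zinc-free HEPES saline buffer with Triton X-100. Times: 1 h compound preincubation, 2 h substrate hydrolysis at 25 °C. Measured by: 405 nm absorbance of p-nitroaniline, reads at 0 and 120 min. Read-out basis: percent activation relative to control range. Replicates: singlicate.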
# * marks the source's active call; other numbers are inactive results; x = no result given; [ ] = another dose, or the depositor's remark.
molecule	proCasp3 act	RPL19A TOR yeast	LAP4-GFP MLPCN	MEP2 TOR yeast	EBNA-1 inhibitor	procasp7 counter	ZTA DNA inh	AHR activator
COc1cccc(N2C(=O)Nc3ccc(Br)cc3C2(O)C(=O)NCCCOC(C)C)c1 (stereo unspecified)	3	100	105	100	-2	-2	1	0
Cc1cc(NC(=O)c2c(F)cccc2Cl)n(-c2nc3ccccc3[nH]2)n1	3	108	123	117	0	-1	0	6
C=CCn1c(SCc2nc3cc(C(=O)OC)ccc3c(=O)[nH]2)nc2sc(CC)cc2c1=O	4	99	84	101	4	6	-5	2
COc1ccc(-n2cc(CNCCc3cnc[nH]3)c(-c3cccc(F)c3)n2)cc1	-5	87	88	90	13	2	6	1
Cc1cc(C)c2nc(N3CCN(C(=O)c4cccs4)CC3)sc2c1	-6	86	126	154	-13	5	-4	3
N#Cc1c(N2CCCC2)nsc1-c1ccccc1	4	106	101	110	4	-8	0	-1
COc1cccc(C(=O)OCC(=O)Nc2ccc(N3CCOCC3)cc2)c1	-2	94	91	97	x	6	-10	-1
CCOc1ccc(/C=C2\CCC(C3CCCC3)C2=O)cc1 (stereo unspecified)	2	101	105	105	-1	-3	10	1
Cc1noc(NS(=O)(=O)c2ccc(NC(=O)Cc3ccc([N+](=O)[O-])cc3)cc2)c1C	-4	87	92	93	0	-19	-9	-1
O=C(Cc1ccccc1)NNC(=S)Nc1ccccc1	-5	105	101	102	-13	-7	-2	4
CC(C)(C)c1nc(SCC(=O)NCc2ccco2)c2ccccc2n1	-15	101	86	101	0	-12	-1	-4
O=S(=O)(Cc1cc(NCc2ccccc2)nc(-c2ccccn2)n1)c1ccccc1	0	100	101	100	14	12	-1	2
COc1cc(NC(=O)c2cnc(N)s2)cc(C(=O)Nc2cccc(C(F)(F)F)c2)c1	-4	103	123	97	0	-25	-8	27
O=S(=O)(c1cccc2cccnc12)N1CCN(c2ccc(F)cc2)CC1	-2	96	112	93	1	3	-11	0
Cc1ccc(C(=O)OCC(=O)N(C)C2CCS(=O)(=O)C2)cc1S(=O)(=O)N1CCCCC1 (stereo unspecified)	-6	102	103	110	3	-1	-24	3
O=C(O)CNCC1COc2ccccc2O1 (stereo unspecified)	-2	15*[may fluoresce violet]	135[may fluoresce violet]	256*[may fluoresce violet]	1	6	8	-2
CC(CCc1ccco1)NC(=O)CCc1nnc2ccc(NCc3ccc(Cl)cc3)nn12 (stereo unspecified)	-3	101	86	99	-8	-12	4	0
Cc1ccc(-c2nn(-c3ccccc3)cc2C=O)o1	-4	101	111	92	3	1	-4	-4
CCn1c(SCC(=O)Nc2c(C)n(C)n(-c3ccccc3)c2=O)nc2c1c(=O)n(C)c(=O)n2C	-7	91	93	95	-3	0	-18	0
Cc1cccc(NC(=O)CN2CCN(C(=O)c3cccc(-n4cnnn4)c3)CC2)c1C	3	98	102	104	x	3	2	0
O=C(CSc1ccc(-c2ccco2)nn1)c1cccc([N+](=O)[O-])c1	-13	98	85	70	10	-35	-9	3
O=C(/C=C/c1ccco1)NCCCN1CCN(CCCNC(=O)/C=C/c2ccco2)CC1	5	109	104	107	-1	6	0	3
COc1ccc(C2C3=C(CCCC3=O)N(CC(=O)O)C3=C2C(=O)CCC3)cc1Cl	-1	46*	126	502*	9	-5	-7	0
COc1ccc(NC(=S)N2CCC(c3nc4ccc(Cl)cc4[nH]3)CC2)c(OC)c1	-19	96	91	96	2	-7	0	7
OC1(c2ccc(F)cc2)CCN(Cc2cccnc2)CC1	5	101	98	111	4	-8	-3	3
O=C(O)c1ccccc1Sc1ccccc1S(=O)(=O)NC1CCCCC1	-3	95	100	95	6	6	4	-2
Cc1ccccc1C(=O)N1CCC(C(=O)NCc2ccc(Cl)cc2)CC1	0	97	83	95	-4	12	0	-1
COc1cc(/C=C2\C(=N)N3N=C(C)SC3=NC2=O)cc(Cl)c1OCCOc1ccc(NC(C)=O)cc1	-6	105	93	102	4	-2	-10	4
CCc1cccc(C)c1NC(=O)CCNC(=O)c1cccc(C)c1	1	106	99	108	1	-7	-17	-1
COc1cc(/C=C2\SC(=O)N(CC(=O)Nc3ccc(C)cc3)C2=O)cc(Cl)c1OCC(=O)O	10	108	95	113	5	0	-5	-2
CSCCCNC(=O)c1ccc(OC2CCN(CCc3ccccc3)CC2)cc1	3	94	97	93	2	8	2	1
O=C1CCCC(=O)N1c1ccc(Oc2ccc(Cl)cc2)cc1	8	101	102	103	3	11	6	2
Cc1ccc(C(=O)NCCCN2CCN(CCCNC(=O)c3ccc(C)cc3)CC2)cc1	2	102	113	100	9	5	14	0
Cc1ccc(-n2ncc3c(NCc4cccnc4)ncnc32)cc1C	-7	101	104	102	-8	0	4	-5
C/C(=N\NC(=O)c1ccccc1F)c1cccc(NC(=O)c2ccc(C)cc2)c1	1	106	86	99	5	-2	-2	4
N#CC1=C(N)C(C#N)(C#N)[C@H](c2ccncc2)[C@H]2CN(C(=O)OCc3ccccc3)CC=C12	-10	94	100	109	-4	-5	-12	1
Clc1ccc(OCc2nc(-c3ccccn3)no2)c(Br)c1	7	101	109	97	6	-3	2	-2
O=C(Nc1nccs1)c1ccc(Br)o1	5	111	92	98	9	8	-1	57*
Cc1ccc(C(=O)c2c3ccccc3[n+]([O-])n2CCC(N)=O)cc1	-7	100	107	94	1	1	5	8
CCC(CC)C(=O)NCCc1ccc(S(N)(=O)=O)cc1	-2	98	105	101	-3	-5	-2	2
COc1cc(/C=C/C(=O)N(C)CC(=O)Nc2ccccc2SC)cc(OC)c1OC	2	111	109	108	x	12	x	7
Cc1c[n+]([O-])ccc1Oc1ccc([N+](=O)[O-])cc1	14	x	x	x	-4	6	-24	2
CCN(CC(=O)Nc1cc(Cl)ccc1C)C(=O)c1oc2ccc(OC)cc2c1C	3	92	105	94	3	2	10	8
COc1ccc(Cl)cc1NC(=O)CSc1nnc(C)c(=O)n1N	5	95	108	96	-1	2	2	40
Cc1ccc(S(=O)(=O)N2[C@@H](c3ccccc3F)C(C(=O)O)=CC[C@H]2c2ccc(C(C)C)cc2)cc1	4	100	135	88	2	-10	5	-1
Cc1ccc(C(C)C)c(OCCCn2ccnc2C)c1	5	94	79	93	-6	4	-13	0
O=C(/C=C/c1c(F)cccc1Cl)N1CCc2ccccc2C1	7	94	95	87	5	-4	8	-4
CCOP(=O)(OCC)C(NC(=O)C(F)(F)F)c1ccccc1 (stereo unspecified)	-1	x	x	x	3	3	-10	2
COc1ccc(-c2[nH]ncc2CN(C)Cc2nonc2C)c(OC)c1	2	97	97	93	7	8	6	4
NC(=O)C1CCN(CCC(=O)Nc2ccc(F)c(F)c2)CC1	-7	106	101	111	-2	6	-4	-2
CCC(=O)NC(=S)Nc1ccc(Cl)cn1	9	93	104	100	-15	10	-3	-6
Cc1ccccc1C(=O)OC1OC(=O)C(Cl)=C1N1CCOCC1 (stereo unspecified)	12	106	98	105	-14	8	12	-2
CC(=O)c1ccc(N2C(=NC(=O)CCC3CCCC3)SC3CS(=O)(=O)CC32)cc1 (stereo unspecified)	2	97	93	98	4	6	1	0
Cn1cc(/C=C/c2cc[n+](C)cc2)c2cc(F)ccc21	-2	116	120	152	-1	-11	0	28
CCCOC(=O)c1ccc(NC(=O)c2nc3nc(C)cc(C)n3n2)cc1	2	96	88	90	-2	-2	4	-2
Cc1nnc(NC(=O)c2ccc3ccccc3c2)s1	-1	100	90	88	1	-4	18	9
COc1ccc(-c2csc(NC(=O)c3ccccc3F)n2)cc1	8	101	83	101	4	1	-2	-6
COCCN(C(=O)CSc1nnc(-c2ccc(C)cc2)n1N)c1c(N)n(Cc2ccccc2)c(=O)[nH]c1=O	-10	91	98	97	-8	-11	11	-3
COc1ccc(C(=O)O)cc1S(=O)(=O)NCCCN1CCCC1=O	-1	97	100	94	-5	8	8	1
CCCOc1ccc(C(=O)Nc2cc(-c3nn4c(C)nnc4s3)ccc2C)cc1	0	103	105	103	6	5	21	7

# Other entries:
molecule	proCasp3 act	RPL19A TOR yeast	LAP4-GFP MLPCN	MEP2 TOR yeast	EBNA-1 inhibitor	procasp7 counter	ZTA DNA inh	AHR activator
COc1nc(C)cc(C)c1S(=O)(=O)c1ccccc1	-1	110	104	114	-10	2	-19	2
COCCNC(=O)CCc1nc(-c2ccccc2)no1	6	107	109	116	3	0	11	1
Cc1cc(Br)ccc1NC(=O)CN(C)C(=O)CCSc1ccc(F)cc1	17	90	100	97	-20	-3	3	2
C=CCNC(=S)NNC(=O)Cn1c(-c2ccccc2)cc(=O)n2ncnc12	2	93	105	95	-1	-3	-18	2
Cc1ccc(NC(=S)NCc2ccc(Cl)cc2)c(C)c1	2	105	102	101	-7	-3	8	2
CCc1cc2cc3c(cc2nc1SCC(=O)Nc1cc(OC)c(OC)cc1C(=O)O)OCO3	4	95	89	96	-14	0	-10	29
CC(C)[C@H](N)c1nnc(SCc2ccc(Cl)cc2)o1	1	118	123	105	7	0	3	5
CCOC(=O)c1c(NC(=O)COC(=O)Cn2cnc3c2c(=O)n(C)c(=O)n3C)sc(C)c1CC	-5	96	98	97	0	3	-18	1
CN(C)c1ccc(NC(=S)c2ccc3ccccc3n2)cc1	-35	93	118	113	-3	-34	13	48*
O=C(NCc1ccccc1Cl)c1cccc2c1C(=O)c1ccc(-c3ccc(OC(F)(F)F)cc3)cc1S2(=O)=O	-2	114	88	95	x	2	x	-1
CCCCCCC1(C)NC(=O)N(C(C)C(=O)Nc2ccc(N3CCOCC3)cc2)C1=O (stereo unspecified)	2	107	102	108	x	-1	-2	1
C/C(=N\Nc1nc2ccccc2c(=O)n1O)c1ccco1	11	109	87	102	-20	11	-10	12
CCN(CC)c1ccc(NC(=O)CN2CCN(CC(=O)Nc3ccccc3OC)CC2)cc1	-5	108	108	115	7	-3	11	2
O=C(C1CCN(S(=O)(=O)c2ccc(Cl)cc2)CC1)N1CCCC1	5	96	88	103	-6	8	4	-1
COC(=O)C1=C(C)NC2=C(C(=O)CCC2)C1c1cn(Cc2ccc(Br)cc2)nc1-c1ccccc1 (stereo unspecified)	7	96	102	98	-6	7	18	6
CC1Cc2ccccc2N1C(=O)CSC1=NCCS1 (stereo unspecified)	2	96	105	103	2	-9	-6	3
c1ccc(CN2CCC(Nc3nc(-c4ccccc4)nc4ccccc34)CC2)cc1	5	105	100	98	1	-3	2	14
Cn1c(SCC(=O)NC2CCCC2)nnc1-c1ccccn1	-7	104	94	100	-3	2	0	-1
N#C/C(=C\c1ccc(-c2ccc([N+](=O)[O-])cc2)o1)C(=O)Nc1nc(-c2cccs2)cs1	-4	95	106	102	13	-9	-1	16
CCN1CCN(CCCN(Cc2ccco2)C(=S)Nc2ccc(Cl)c(C)c2)CC1	3	102	103	104	-14	12	1	1
CCCCCN(C(=O)CCC(=O)OC(C)C(=O)NC1CCCCC1)c1c(N)n(CCCC)c(=O)[nH]c1=O (stereo unspecified)	1	102	99	102	-10	4	1	1
